# HSP90 refold inh = blocks HSP90-mediated luciferase refolding in reticulocyte lysate | Rabbit reticulocyte lysate, luciferase refolding luminescence, 3 h | inhibition, % at 5.6 µM | hit rate 0.91% among 290,000 | AID 1789;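 active means inhibition above the screen-wide mean plus 3 SD, computed separately per campaign, cut at about 16% in these data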;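 further: 0% = DMSO wells and 100% = 60 µM geldanamycin wells; inhibitors lower the luminescence because luciferase stays unfolded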
# AI-2 QS modul = modulates the Vibrio harveyi AI-2 quorum sensing system. hit rate 0.4% among 300,000. Vibrio harveyi JMH597 AI-2 luminescence/OD600 ratio, 9 h; active compounds read low; strain lacks LuxN and CqsS sensors; 0 = neutral-control median. activity change, % at 7.5 µM. AID 2094; in the data active means activity change below about -75%, passing the limit was not always enough; inconclusive means no clear call, values can overlap the other calls;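 further: luminescence divided by OD600 gain over 9 h not by final OD600 alone; inactives centre near 13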
# KLF5 inh = inhibitors of KLF5 expression | DLD-1 KLF5 promoter-luciferase reporter, luminescence | inhibition, % at 5 µM | hit rate 0.23% among 290,000;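 active means inhibition above a per-plate limit of that plate's mean compound inhibition plus 3 SD, cut at about 60% in these data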;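 further: 0% = DMSO wells and 100% = LY294002 at 200 µM; higher means less KLF5 promoter-driven luciferase light; inactives centre near -14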
# aSyn UTR inh = 5' untranslated region of α-synuclein, MLPCN primary screen. hit rate 0.82% among 300,000. alpha-synuclein 5'UTR reporter, inhibitor activity. inhibition, % (tested at 7.5 µM); in the data active means inhibition above about 60%; inconclusive means no clear call, values can overlap the other calls;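 further: H4 neuroglioblastoma cells stably carrying SNCA 5'UTR luciferase fusion; 0% = DMSO wells and 100% = positive control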
# HSF-1 act = increases HSF-1 driven luciferase reporter signal; NIH3T3-HGL HSF-1 luciferase reporter, MG132, 8 h; 100% = twice DMSO control signal; activation, % at 9 µM; hit rate 1.7% among 300,000;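 active means mean replicate activation of at least 50% with a set share of replicates each reaching 50%; inconclusive means only one of those two conditions met; inactive means mean below 50% and too few replicates reaching it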;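 further: 0% = median of the neutral control wells and 100% = twice that signal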
# HSF1 inhib = HSF1 inhibition; NIH3T3-HGL HSE-luciferase, MG132-induced, luminescence 8 h; active compounds read low; hit rate 0.77% among 300,000; activity change, negative = inhibition, % at 7.5 µM (by protocol);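 active means more than half of replicate wells show activity change below -50%, luminescence cut by over half; inconclusive means some wells, but at most half, below -50%; inactive means no replicate well below -50%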;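 further: luciferase reports HSF-1 transcriptional activity via heat shock element; 0% = median of DMSO wells and -100% = zero luminescence signal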
# GSK3B inh = human GSK3beta kinase inhibition. activity score (negative = inhibition), % at 10 µM. hit rate 0.038% among 300,000. GST-GSK3beta kinase, ADP-Glo luminescence, 60 min; active compounds read low. P49841. AID 2097;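 active means more than half of replicate wells score below -50%, meaning over 50% inhibition versus plate controls; inconclusive means some replicates but at most half score below -50%; inactive means no replicate scores below -50%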;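 further: 0% = median DMSO wells and -100% = median GW8510 positive control wells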
# Target sequence (P49841 whole entry, looked up): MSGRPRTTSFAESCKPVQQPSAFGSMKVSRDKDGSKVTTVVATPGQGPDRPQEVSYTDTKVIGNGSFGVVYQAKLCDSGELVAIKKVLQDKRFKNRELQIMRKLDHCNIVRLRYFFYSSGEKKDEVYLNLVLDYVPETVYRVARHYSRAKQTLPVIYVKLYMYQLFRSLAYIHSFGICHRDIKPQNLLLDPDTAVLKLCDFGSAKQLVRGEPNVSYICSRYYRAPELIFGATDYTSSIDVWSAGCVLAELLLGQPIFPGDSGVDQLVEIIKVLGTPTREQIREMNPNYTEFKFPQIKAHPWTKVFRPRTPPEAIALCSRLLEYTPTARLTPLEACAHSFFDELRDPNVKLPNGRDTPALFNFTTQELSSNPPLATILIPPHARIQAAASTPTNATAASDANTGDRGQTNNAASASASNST
#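 Test system: GST-tagged human GSK3beta kinase, cell-free; evaluation: activity score scaled between in-plate DMSO and GW8510 controls; measured by: ADP-Glo luminescence; incubation: 60 min reaction, RT; benchmarks: DMSO and 20 µM GW8510; reagent: peptide substrate plus 25 µM ATP (final); medium: Tris/MgCl2 kinase buffer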
# GSK3A inh = human GSK-3 alpha kinase inhibition; hit rate 0.1% among 320,000; AID 2650; P49840; inhibition, % at 10 µM; ADP-Glo luminescence, 60 min;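 in the data active means inhibition above about 50%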;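 further: GST-tagged GSK-3 alpha with peptide substrate and 25 µM ATP; 0% = DMSO neutral wells and 100% = GW8510 positive control wells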
# Target sequence (P49840 whole entry, looked up): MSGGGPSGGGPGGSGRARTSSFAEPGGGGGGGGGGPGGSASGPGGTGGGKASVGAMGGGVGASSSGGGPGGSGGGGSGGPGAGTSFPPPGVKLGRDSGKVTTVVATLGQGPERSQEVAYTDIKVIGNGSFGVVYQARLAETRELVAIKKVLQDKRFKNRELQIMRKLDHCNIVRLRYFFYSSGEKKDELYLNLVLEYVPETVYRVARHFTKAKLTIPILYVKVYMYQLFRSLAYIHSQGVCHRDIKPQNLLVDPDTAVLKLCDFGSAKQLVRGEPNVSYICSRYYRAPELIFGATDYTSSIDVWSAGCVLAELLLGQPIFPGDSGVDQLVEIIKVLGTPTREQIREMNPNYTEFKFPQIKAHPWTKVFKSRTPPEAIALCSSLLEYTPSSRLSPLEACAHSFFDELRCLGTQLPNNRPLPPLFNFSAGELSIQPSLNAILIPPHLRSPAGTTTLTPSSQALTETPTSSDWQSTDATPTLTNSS
# IEC-6 tox = counter-screen for KLF5 inhibitors: cytotoxicity in IEC-6 cells; IEC-6 cytotoxicity, luminescence viability; inhibition, % at 5 µM; hit rate 0.78% among 290,000; in the data active means inhibition above about 22%;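 further: 0% = plate median of test compound wells and 100% = cytotoxic reference compound wells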
# HIF activator = HIF pathway transcriptional activation; U2OS HRE-luciferase reporter, luminescence; normalized: DMSO 0%, desferrioxamine 100%; activation, % at 7.5 µM (by protocol); hit rate 0.32% among 300,000;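 active means mean activation of at least 10% of the iron chelator positive control signal, with at least half of replicates also reaching 10%; inconclusive means mean and replicate majority disagree about reaching 10%; inactive means mean and most replicates under 10%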
# * = called active by the depositor; ? = inconclusive; / = no result given.
SMILES,HSP90 refold inh,AI-2 QS modul,KLF5 inh,aSyn UTR inh,HSF-1 act,HSF1 inhib,GSK3B inh,GSK3A inh,IEC-6 tox,HIF activator
CCOC(=O)Cc1csc(NS(=O)(=O)c2ccc3c4c(cccc24)C(=O)N3CC)n1,-3,42,-8,10,2,5,5,-7,-1,0.0
CC1CCN(C(=S)Nc2ccc3nc4n(c(=O)c3c2)CCCCC4)CC1,-3,16,-29,-33,-2,10,-1,-2,1,0.4
CCCCn1c(Cc2ccccc2)nnc1SCC(=O)N1CCOCC1,-5,4,-21,10,26,-8,-2,-1,-7,-0.3
O=[N+]([O-])c1cccc(C2=NCCS2)c1,5,15,15,21,-20,-1,-2,0,1,0.0
CC12CC3(C)CC(C)(C1)CC(C(=O)NC1=NCCS1)(C2)C3,-2,9,-6,-33,-9,-5,3,-4,-4,-0.2
COC(=O)c1c(NC(=O)CCl)sc(C(=O)N2CCOCC2)c1C,5,7,4,-83,32,17,-3,-2,-2,-0.5
COc1ccc(Cl)cc1NC(=O)/C=C/C(=O)O,6,13,2,7,-6,-8,-1,5,6,-0.2
O=c1[nH]c2cc3c(cc2cc1CN(CCO)S(=O)(=O)c1ccccc1Cl)OCCO3,4,11,-21,17,-10,-1,1,4,1,0.1
Cc1ccc(NC(=O)CNc2ccc(N3CCOCC3)cc2)cc1S(=O)(=O)N(C)C,1,-1,-24,3,/,/,0,-1,5,0.1
CC(=O)C(C)n1c(CN(C)Cc2ccccc2)nc2c1c(=O)n(C)c(=O)n2C (stereo unspecified),-2,/,-22,7,-10,-4,/,-1,0,-3.8
CCn1c(Cc2c(C)[nH]c3ccccc23)nnc1SCC(=O)NCc1ccco1,3,-2,-31,/,/,/,-6,-2,-10,/
CN(C)c1ccc2c(O)cc(=O)n(C)c2c1,-2,14,-19,-31,8,3,1,4,-7,0.0
CCOc1ccc(N2C(=O)CSC2c2ccncc2)cc1 (stereo unspecified),1,7,26,-11,1,-6,2,-2,7,-0.5
CC(=O)OCC(=O)Nc1ccc(N=Nc2ccccc2)cc1,-3,13,-149,-143,37,10,-1,-2,5,1.2
Cc1ccc(OCC(=O)Nc2ccc(N3CCN(S(C)(=O)=O)CC3)cc2)c(C)c1,1,13,6,-5,16,12,2,-2,2,1.1
CCC(C(=O)c1ccc2ncccc2c1)c1ccccc1 (stereo unspecified),1,36,-29,10,-2,-3,1,-3,-1,0.0
O=C(NC1CCN(S(=O)(=O)c2ccccc2)CC1)c1ccccc1,1,0,-46,7,-1,1,-1,1,-2,-1.2
CC(=O)Nc1sc2c(c1C(c1ccccc1Cl)N1CCN(CCO)CC1)CCCC2 (stereo unspecified),-1,1,-26,-18,11,0,-1,/,-1,-0.5
CC(C)(C)OC(=O)NCCCC[C@H](NC(=O)c1nc[nH]c1C(=O)NCc1ccccc1)C(=O)OC(C)(C)C,4,5,2,12,-1,0,-1,1,-1,-0.8
Cc1cc(C)cc(OCC(=O)Nc2cc(NC(=O)COc3cc(C)cc(C)c3)cc(C(=O)O)c2)c1,-2,15,-10,-5,9,-7,-1,-6,-6,0.0
CC(C(=O)NCC1(c2ccccc2)CCOCC1)N1CCOCC1 (stereo unspecified),-2,-3,-12,-4,4,5,1,-2,-5,-0.8
CCOCCn1c(-c2ccccc2)nc2ccccc21,-4,-6,1,16,16,3,-1,-2,0,0.0
CC(C)(C)Nc1nc(-c2ccc3c(c2)CCN3C(=O)C2CC2)cs1,-1,19,-173,-80,0,2,4,0,-2,1.8
Cc1ccc(C(=O)OCC(=O)c2c(N)n(C)c(=O)n(C)c2=O)cc1S(=O)(=O)N1CCCCC1,1,38,-35,0,3,-6,1,1,1,2.1
O=C(Nc1cccnc1)c1ccc2c(c1)C(=O)N(Cc1cccnc1)C2=O,-2,8,-32,9,4,1,2,0,-3,-0.4
COC(=O)Nc1ccc(S(=O)(=O)N(CCO)CC(F)(F)C(F)F)cc1,4,5,-33,14,-11,-9,-4,1,-5,-0.3
O=C(Nc1ccc(Cl)c(Cl)c1)OCc1cccnc1,-1,-55,-7,-73,-10,-4,-5,-2,6,3.3
C[C@H](NC(=O)c1ccco1)C(=O)NCCc1ccc(S(N)(=O)=O)cc1,2,-2,-6,9,3,-11,1,1,0,-1.1
CC(C)(C)NC(=S)Nc1cccc(C(F)(F)F)c1,1,-1,2,-2,4,-5,-1,-3,2,0.6
CCC(=O)c1ccc(OCC(O)CN2CCN(c3ccccn3)CC2)cc1 (stereo unspecified),-1,-2,-38,7,10,5,0,-3,4,0.3

# One compound at a time (already shown). Order of screens: HSP90 refold inh, AI-2 QS modul, KLF5 inh, aSyn UTR inh, HSF-1 act, HSF1 inhib, GSK3B inh, GSK3A inh, IEC-6 tox, HIF activator
# Shown for CC(C)(C)NC(=S)Nc1cccc(C(F)(F)F)c1 : 1, -1, 2, -2, 4, -5, -1, -3, 2, 0.6
# Shown for COC(=O)Nc1ccc(S(=O)(=O)N(CCO)CC(F)(F)C(F)F)cc1 : 4, 5, -33, 14, -11, -9, -4, 1, -5, -0.3

# Next part.
SMILES,HSP90 refold inh,AI-2 QS modul,KLF5 inh,aSyn UTR inh,HSF-1 act,HSF1 inhib,GSK3B inh,GSK3A inh,IEC-6 tox,HIF activator
Cc1cccc(N(Cc2ccccc2)C(=O)CCl)c1,0,-1,6,-21,-42,?,1,/,-3,0.0
CCCOc1ccc(-c2nnn(CC(=O)N3CCC(C)CC3)n2)cc1,2,26,-3,26,/,/,-2,-4,-2,-0.2
CCC(C)NCCCCOc1cc(C)cc(C(C)C)c1 (stereo unspecified),3,20,-9,9,-21,2,-4,0,-9,0.0
Cc1[nH][nH]c(=O)c1N=Nc1ccc(Br)c(Cl)c1,/,16,/,-19,26,5,0,1,/,0.8
O=C(CCc1ccccc1)NNc1cc(N2CCCCC2)nc(N2CCCCC2)n1,1,-2,20,82*,-35,-27,3,0,-1,-2.1
COc1ccc(CNC/C=C/c2ccccc2)cc1,-3,4,-18,-2,-9,2,0,0,2,-0.8
COc1ccc(/C=N/N=C/c2ccc(OC)c(O)c2)cc1O,-2,23,-9,7,-8,-6,0,0,-10,-0.1
O=C(NCc1ccc(Cl)cc1)N1CCOCC1,2,-3,-10,-17,3,-5,0,1,1,0.6
CC(C)COC(=O)C(C#N)c1nc2ccccc2nc1N1CCN(Cc2ccc3c(c2)OCO3)CC1 (stereo unspecified),-1,6,-19,18,17,7,0,-3,-3,0.0
Cn1ccs/c1=N\C(=O)Nc1cccc(C(F)(F)F)c1,3,12,-74,-109,24,3,2,-1,5,2.1
O=C(Cn1ncnn1)OCc1ccccc1Cl,14,-11,-3,-8,35,16,0,-2,-4,-0.2
Cc1ccnc(Nc2nc(-c3ccc(O)cc3)cs2)c1,7,9,-136,-232,22,20,2,4,-2,2.6
O=S(=O)(N/N=C1\CC(c2ccccc2)Oc2ccccc21)c1ccccc1 (stereo unspecified),2,5,-8,-1,4,-2,2,-1,3,0.0
COc1cc(C(=O)NCc2nnc(SCC(=O)Nc3nc4ccccc4s3)o2)cc(OC)c1OC,5,21,-36,-33,4,3,1,-2,18,0.1
COc1ccc(NC(=O)CNC(=O)c2nn(-c3ccc(OC)c(Cl)c3)c(=O)c3ccccc23)c(OC)c1,8,5,30,40,2,-2,0,-1,2,-0.1
COc1cccc(OCc2nc3ncc(Br)cc3[nH]2)c1,-5,27,-1,-77,17,3,-1,-2,5,3.9
Cc1noc(C)c1CSc1ccccc1C(=O)N1CCN(c2ccccc2)CC1,-3,25,-24,-2,1,4,-1,-3,-12,-2.7
CC(=O)Nc1ccc(-c2csc(NNC(=O)c3ccccc3)n2)cc1,2,23,-14,-8,-14,-4,1,4,-3,0.8
O=C(CCN1C(=O)[C@H]2CC=CC[C@H]2C1=O)NCc1nc(-c2ccc(Cl)cc2)no1,-2,8,-20,12,0,-4,4,-2,-4,-0.8
CN(C)CCOC(=O)C12CC3CC(C1)CC(C(=O)OCCN(C)C)(C3)C2,-2,17,-8,-11,6,-2,2,3,-6,-0.4
O=C(CSc1nc2ccc(NC(=O)c3ccccc3C(=O)O)cc2s1)Nc1ccc(F)c([N+](=O)[O-])c1,4,22,6,17,0,5,-2,-1,4,-0.1
CCCCNS(=O)(=O)c1ccc2nc(-c3cccnc3)cc(C(=O)NC(C)CC)c2c1 (stereo unspecified),-1,23,1,11,-5,-1,2,-2,3,-0.3
CN(C)CCCn1cnc2c(c1=N)C(c1ccccc1)c1ccc3ccccc3c1O2 (stereo unspecified),1,5,-10,90*,7,1,-4,12,1,1.9
CC(C)OCCCNC(=S)N1CCC(C(=O)c2ccc3c(c2)OCCO3)CC1,1,-1,-7,6,5,0,-2,-1,-5,0.1
CC(C)CNC(=O)COc1ccc(Sc2ccc(OCC(=O)NCC(C)C)cc2)cc1,-3,19,-4,19,17,-6,-1,-1,0,-0.5
CCn1c(SCC(=O)OC)nnc1-c1c[nH]c2ccccc12,-1,5,-18,16,1,-8,2,3,3,-0.2
CCN1CCN(S(=O)(=O)c2ccc(OC)c(Br)c2)CC1,-4,17,-11,11,0,-3,1,0,-8,0.3
O=C(O)CC(NC(=O)c1cccc(F)c1)c1ccc(OC2CCCC2)cc1 (stereo unspecified),2,0,-23,4,-9,1,1,-3,0,1.5
COc1cc2c(cc1OC)CN(C(=O)CCCOc1ccc(Cl)cc1Cl)CC2,1,25,-19,27,7,7,-1,-1,-6,0.4
O=C(Nc1cc(C(F)(F)F)ccc1N1CCOCC1)C1Cc2ccccc2CN1C(=O)c1ccco1 (stereo unspecified),6,8,4,-13,-3,-7,-6,-3,-4,-0.5
Cc1ccc(C2=NN(S(C)(=O)=O)C(c3ccc4nccnc4c3)C2)cc1 (stereo unspecified),-3,31,-28,-127,-27,-10,2,-2,6,2.5
CC(=O)c1cccc(NS(=O)(=O)c2cc(-c3cnc(C4CC4)o3)ccc2C)c1,1,8,12,19,-13,1,5,-7,41*,0.7
CC(C)CCNC(=O)C(c1ccco1)N(CCCO)C(=O)Cn1nnc(-c2ccc(F)cc2)n1 (stereo unspecified),-2,33,-1,-17,15,1,-24,-2,-6,-0.7
CNc1oc(-c2ccc(F)cc2)nc1S(=O)(=O)c1ccccc1,-4,13,-12,22,-7,-8,2,-3,5,-0.1
Cc1[nH]nc(-c2ccc(O)cc2O)c1-c1nc2ccccc2s1,3,7,-4,-15,5,4,2,5,7,0.1
COc1cc(NC(=O)C2CC(=O)N(CCc3ccccc3)C2)cc(OC)c1 (stereo unspecified),/,12,/,-3,-2,2,2,-1,/,1.8
O=C(CSc1ccc(-c2ccc(-n3cccn3)cc2)nn1)Nc1ccccc1F,/,14,/,-141,8,0,-1,-2,/,0.2
CCOC(=O)c1c(C)[nH]c(C(=O)N/N=C/c2cccc(OC)c2)c1C,0,21,-5,-104,-42,-28,-1,5,10,4.6
CCOC(=O)c1cccc(NS(=O)(=O)c2c(C)[nH]c(=O)[nH]c2=O)c1,2,10,-22,-12,-9,-2,2,-1,-2,0.2

# This is a random part of the collection, and some 4.7% of all compounds hit somewhere here.
